procasp7 counter = counter-screen for procaspase-3 activators: activators of human procaspase-7; recombinant procaspase-7, Ac-DEVD-pNA absorbance 405 nm; D23A/D198A/D206A triple mutant, cannot self-cleave; scale: DMSO 0, 5 µM enzyme 100; activation, % at 8.5 µM; 330,000 tested, 0.093% active;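 active means percent activation above the screen-wide mean plus 3 SD, cut at about 25% in these data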
Target sequence (P55210 whole entry D23A/D198A/D206A): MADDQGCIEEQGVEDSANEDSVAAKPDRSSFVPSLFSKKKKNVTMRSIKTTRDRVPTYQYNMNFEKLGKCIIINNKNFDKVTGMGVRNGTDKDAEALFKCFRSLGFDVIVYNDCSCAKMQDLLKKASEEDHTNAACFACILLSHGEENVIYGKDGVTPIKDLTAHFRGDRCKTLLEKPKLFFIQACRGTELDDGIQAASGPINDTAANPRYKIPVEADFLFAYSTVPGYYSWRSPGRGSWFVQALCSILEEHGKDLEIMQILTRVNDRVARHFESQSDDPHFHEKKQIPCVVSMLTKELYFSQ
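buffer or medium = Zinc-free HEPES/NaCl buffer, pH 7.4 | material = Procaspase-7 triple mutant (PC-7 D3A) | input = 2 µM procaspase-7 mutant as dispensed | signal = Epi-absorbance of released pNA at 405 nm, two timepoints | timing = 1 h preincubation, 2 h reaction | replicates = singlicate compound testing | evaluation = % activation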
HCV core dimer = HCV core protein dimerization inhibition; inhibition, % at 5 µM; TR-FRET GST/Flag-core106 dimerization, 1536-well; 300,000 tested, 0.33% active;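 active means inhibition above the mean of all tested compounds plus 3 SD, set per screening campaign, cut at about 45% in these data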
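Assay system – GST-tagged and Flag-tagged HCV core protein residues 1-106 · Quantity – core106 proteins, GST 13.5 nM and Flag 17 nM · Benchmarks – unlabelled core106 and no-GST-core106 wells · Read-out basis – percent inhibition of core106 dimerization signal · Detection – time-resolved FRET, ex 340 nm, em 617 and 671 nm · Schedule – 4 h at 22.5 °C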
PAFAH2 FP inh = PAFAH2 (human) inhibition. 340,000 tested, 0.99% active. inhibition, % at 3.39 µM. Q99487. recombinant PAFAH2, FP-rhodamine activity probe, fluorescence polarization;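 active means inhibition above the mean over all tested compounds plus 3 SD, cut at about 30% in these data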;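 further: inhibitors block probe labeling of enzyme so polarization drops; 0% = enzyme with DMSO and 100% = wells lacking PAFAH2 protein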
PP1 counter = blocks human PP1-alpha phosphatase, a PP5 counter-screen | P62136 | purified PP1alpha, OMFP fluorescence | inhibition, % at 6.7 µM | 320,000 tested, 0.9% active;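 active means inhibition above the mean inhibition of all tested compounds plus 3 SD, computed separately for each screening campaign, cut at about 15% in these data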
Target sequence (P62136 whole entry, looked up): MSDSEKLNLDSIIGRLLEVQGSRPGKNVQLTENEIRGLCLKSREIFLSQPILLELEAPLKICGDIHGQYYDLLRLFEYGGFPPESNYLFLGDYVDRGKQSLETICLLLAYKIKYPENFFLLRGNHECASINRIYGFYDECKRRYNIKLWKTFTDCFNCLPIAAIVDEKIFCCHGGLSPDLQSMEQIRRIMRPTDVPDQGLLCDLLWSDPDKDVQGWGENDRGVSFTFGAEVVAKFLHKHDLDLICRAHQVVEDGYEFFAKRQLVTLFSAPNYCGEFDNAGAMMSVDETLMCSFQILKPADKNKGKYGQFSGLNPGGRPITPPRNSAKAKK
Fh CTSL1 inh = cathepsin L1 inhibition, PFM18AAP counter-screen | inhibition, % at 5.96 µM | recombinant F. hepatica cathepsin L1, Z-Leu-Arg-MCA fluorescence | 300,000 tested, 0.49% active;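 active means inhibition above the mean of all tested compounds plus 3 SD, set per screening campaign, cut at about 17% in these data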;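 further: 0% = plate median of test compound wells and 100% = 1 µM Z-Phe-Ala-diazomethylketone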
PP5 primary = blocks human protein phosphatase 5 activity. inhibition, % at 6.7 µM. 320,000 tested, 0.18% active. purified PP5c, OMFP substrate fluorescence. AID 1987;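 active means inhibition above the campaign's mean inhibition across all tested compounds plus 3 SD, cut at about 9.5% in these data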;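 further: 0% = DMSO only and 100% = 100 µM cantharidin control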
AHR activator = human AHR activation. activation, % at 5 µM. P35869. AHR-responsive luciferase reporter cells, luminescence. 320,000 tested, 2.5% active; in the data active means activation above about 47%;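 further: 0% = vehicle wells and 100% = reference agonist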
proCasp3 act = activators of human procaspase-3; P42574; recombinant procaspase-3 D3A, Ac-DEVD-pNA absorbance 405 nm; activation, % at 8.5 µM; 330,000 tested, 0.11% active; AID 463141;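 active means activation above the mean of all tested compounds plus 3 SD, cut at about 21% in these data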;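 further: 0% = DMSO alone and 100% = DMSO wells spiked with extra 5 µM PC-3 D3A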
Target sequence (P42574 whole entry D9A/D28A/D175A): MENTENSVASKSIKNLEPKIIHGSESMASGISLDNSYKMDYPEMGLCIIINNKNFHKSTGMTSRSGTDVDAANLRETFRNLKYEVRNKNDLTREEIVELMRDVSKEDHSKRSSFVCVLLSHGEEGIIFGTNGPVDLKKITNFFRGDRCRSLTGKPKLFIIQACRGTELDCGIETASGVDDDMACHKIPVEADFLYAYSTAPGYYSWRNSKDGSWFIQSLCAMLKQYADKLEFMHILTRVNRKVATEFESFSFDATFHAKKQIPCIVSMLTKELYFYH
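Test system: Procaspase-3 D3A mutant; medium: Zinc-free HEPES/NaCl buffer with 0.01% Triton X-100 at pH 7.4; reagent: DEVD-pNA substrate; doses: one concentration, 8.5 µM nominal, 0.8% DMSO; times: 1 h preincubation plus 2 h reaction at 25 °C; signal: Epi-absorbance at 405 nm of released p-nitroaniline, 0 and 120 min; replicates: singlicate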
TPT1 inh = inhibitors of Candida albicans tRNA 2'-phosphotransferase TPT1. recombinant caTPT1, FP RNA substrate dephosphorylation. inhibition, % at 5 µM. 300,000 tested, 0.81% active. AID 1962;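 active means inhibition above the mean of all tested compounds plus 3 SD, set per screening campaign, cut at about 24% in these data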;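 further: plate controls were DMSO alone for no effect and ferristatin control at 100 nM for full effect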
* marks the source's active call; other numbers are inactive results.

What do the screens show for `CC(C)(C)OC(=O)N1CCOCCOCCN(C(=O)OC(C)(C)C)CCOCCOCC1`?
procasp7 counter: 9; HCV core dimer: -9; PAFAH2 FP inh: 9; PP1 counter: -6; Fh CTSL1 inh: 7; PP5 primary: 1.0; AHR activator: 0; proCasp3 act: 0; TPT1 inh: 1

How did CCOc1ccccc1C(=O)N1CCCCC1C (stereo unspecified) do in these assays?
procasp7 counter: 7; HCV core dimer: -1; PAFAH2 FP inh: -6; PP1 counter: -3; Fh CTSL1 inh: -4; PP5 primary: -1.0; AHR activator: 1; proCasp3 act: -4; TPT1 inh: -1

How did COc1ccc(S(=O)(=O)Nc2ccccc2C(=O)NC(C)C)cc1OC do in these assays?
procasp7 counter: 6; HCV core dimer: -9; PAFAH2 FP inh: 0; PP1 counter: 1; Fh CTSL1 inh: -2; PP5 primary: 2.4; AHR activator: 2; proCasp3 act: -1; TPT1 inh: 1

What do the screens show for `O=C(Nc1ccc(NC(=O)C2CC2)cn1)c1ccccc1`?
procasp7 counter: 4; HCV core dimer: -2; PAFAH2 FP inh: -2; PP1 counter: 2; Fh CTSL1 inh: -3; PP5 primary: 3.1; AHR activator: 5; proCasp3 act: 1; TPT1 inh: -2

What do the screens show for `CCOC(=O)C(=CNc1cccc(C)c1C)C(=O)OCC`?
procasp7 counter: -4; HCV core dimer: -1; PAFAH2 FP inh: 5; PP1 counter: -4; Fh CTSL1 inh: 2; PP5 primary: 2.4; AHR activator: -2; proCasp3 act: 2; TPT1 inh: 3

How did O=C(Nc1ncccn1)c1cccc(Cl)c1 do in these assays?
procasp7 counter: 5; HCV core dimer: -8; PP1 counter: 0; Fh CTSL1 inh: -4; PP5 primary: -0.6; AHR activator: 0; proCasp3 act: -11; TPT1 inh: -3

How did COc1ccc(C(=O)COC(=O)C(CCSC)NS(=O)(=O)c2ccc(Cl)cc2)cc1 (stereo unspecified) do in these assays?
procasp7 counter: 8; HCV core dimer: 4; PAFAH2 FP inh: 17; PP1 counter: -5; Fh CTSL1 inh: -8; PP5 primary: 4.3; AHR activator: 1; proCasp3 act: -5; TPT1 inh: 2

Results for Cc1ccc(C2C(C#N)=C3N=C(N)c4ccccc4N3C3=C2C(=O)CCC3)cc1 (stereo unspecified) ?
procasp7 counter: -2; HCV core dimer: 3; PAFAH2 FP inh: 10; PP1 counter: -2; Fh CTSL1 inh: 5; PP5 primary: 0.2; AHR activator: 4; proCasp3 act: 2; TPT1 inh: 1

What do the screens show for `CCC1CCCCN1C(=S)Nc1ccc(SC(F)F)cc1` (stereo unspecified)?
procasp7 counter: 0; HCV core dimer: 0; PAFAH2 FP inh: 10; PP1 counter: 0; Fh CTSL1 inh: -3; PP5 primary: 0.0; AHR activator: 1; proCasp3 act: 0; TPT1 inh: -1

What do the screens show for `COc1ccc(C)cc1NC(=O)C(Sc1nncn1C)c1ccccc1` (stereo unspecified)?
procasp7 counter: 8; HCV core dimer: -1; PAFAH2 FP inh: -3; PP1 counter: -4; Fh CTSL1 inh: 1; PP5 primary: -1.1; AHR activator: 5; proCasp3 act: -1; TPT1 inh: 2

What do the screens show for `COC(=O)c1cc(NS(=O)(=O)c2ccc(Cl)c(N3C(=O)c4ccc(C(=O)O)cc4C3=O)c2)cc(C(=O)OC)c1`?
procasp7 counter: 0; HCV core dimer: 8; PAFAH2 FP inh: 5; PP1 counter: 1; Fh CTSL1 inh: -1; PP5 primary: -0.9; AHR activator: -3; proCasp3 act: 1; TPT1 inh: -1

How did CC1=C(C(=O)Nc2ccccn2)C(c2ccc(N(C)C)cc2)n2ncnc2N1 (stereo unspecified) do in these assays?
procasp7 counter: 0; HCV core dimer: 1; PAFAH2 FP inh: 1; PP1 counter: -4; Fh CTSL1 inh: 1; PP5 primary: 2.0; AHR activator: 5; proCasp3 act: 10; TPT1 inh: 2

Results for Cc1ccc(NC(=O)c2ccc(S(=O)(=O)N3CCCC3)cc2)nc1 ?
procasp7 counter: -1; HCV core dimer: -2; PAFAH2 FP inh: 11; PP1 counter: -7; Fh CTSL1 inh: 0; PP5 primary: 2.4; AHR activator: 3; proCasp3 act: 1; TPT1 inh: 3

What do the screens show for `O=C(CSc1nnnn1C1CCCCC1)Nc1ccccc1N1CCOCC1`?
procasp7 counter: 4; HCV core dimer: 2; PAFAH2 FP inh: 8; PP1 counter: 2; Fh CTSL1 inh: 1; PP5 primary: -2.9; AHR activator: 2; proCasp3 act: 7; TPT1 inh: -4

Results for Cc1cc(C2(c3cc(C)c(NC(=O)CN4CCOCC4)c(C)c3)CCCCC2)cc(C)c1NC(=O)CN1CCOCC1 ?
procasp7 counter: -2; HCV core dimer: -15; PP1 counter: -4; Fh CTSL1 inh: -1; PP5 primary: -0.9; AHR activator: -1; proCasp3 act: 6; TPT1 inh: -3

What do the screens show for `CC1CCN(c2ccc(NC(=O)C3CCCN3S(=O)(=O)c3ccc(F)cc3)cc2)CC1` (stereo unspecified)?
procasp7 counter: 2; PAFAH2 FP inh: -3; PP1 counter: 1; PP5 primary: -0.8; AHR activator: -1; proCasp3 act: -2

What do the screens show for `COc1cc(-n2c(=O)c3ccccc3n(CC(=O)c3ccccc3)c2=O)cc(OC)c1OC`?
procasp7 counter: 5; HCV core dimer: 0; PAFAH2 FP inh: 0; PP1 counter: 0; Fh CTSL1 inh: 2; PP5 primary: 0.0; AHR activator: -2; proCasp3 act: 1; TPT1 inh: 0

How did Cc1c(C(=O)N/N=C/c2ccc(-c3ccccc3[N+](=O)[O-])o2)sc(N)c1C#N do in these assays?
procasp7 counter: -4; HCV core dimer: -7; PAFAH2 FP inh: 20; PP1 counter: 13; Fh CTSL1 inh: 2; PP5 primary: 2.5; AHR activator: 133*; proCasp3 act: -8; TPT1 inh: 7

Results for COCCn1nnnc1CN1CCSCC1 ?
procasp7 counter: 3; HCV core dimer: -1; PAFAH2 FP inh: 8; PP1 counter: -6; Fh CTSL1 inh: -4; PP5 primary: -0.3; AHR activator: -1; proCasp3 act: -8; TPT1 inh: -2

What do the screens show for `FC(F)(F)c1cccc(Cc2noc(CN3CCCC(OCc4ccccn4)C3)n2)c1` (stereo unspecified)?
procasp7 counter: -4; HCV core dimer: -3; PAFAH2 FP inh: -1; PP1 counter: -11; Fh CTSL1 inh: -7; PP5 primary: 1.9; AHR activator: 3; proCasp3 act: -2; TPT1 inh: 3

What do the screens show for `COc1ccc(Cl)cc1NC(=O)CN1C(=O)NC(Cc2c[nH]c3ccccc23)C1=O` (stereo unspecified)?
procasp7 counter: -3; PAFAH2 FP inh: 2; AHR activator: 8; proCasp3 act: 8

How did O=C(N/N=C\c1ccc(Br)o1)C1COc2ccccc2O1 (stereo unspecified) do in these assays?
procasp7 counter: -2; HCV core dimer: 8; PAFAH2 FP inh: 0; PP1 counter: 2; Fh CTSL1 inh: -2; PP5 primary: 3.3; AHR activator: 2; proCasp3 act: 0; TPT1 inh: -2

What do the screens show for `CCCOc1ccc(C2C(C(=O)c3ccc(C)o3)=C(O)C(=O)N2Cc2ccco2)cc1` (stereo unspecified)?
procasp7 counter: -42; HCV core dimer: 20; PAFAH2 FP inh: 6; PP1 counter: 27*; Fh CTSL1 inh: 3; PP5 primary: -2.1; AHR activator: -2; proCasp3 act: -27; TPT1 inh: 5

How did Cc1ccc(NC(=O)COC(=O)C2CC(=O)N(Cc3ccccc3)C2)cc1S(=O)(=O)N(C)C (stereo unspecified) do in these assays?
procasp7 counter: -3; HCV core dimer: -1; PAFAH2 FP inh: -5; PP1 counter: 0; Fh CTSL1 inh: -32; PP5 primary: 1.3; AHR activator: 0; proCasp3 act: 3; TPT1 inh: 2

How did Cc1ccc(OC(=O)c2c(C)nn(-c3ccccc3)c2C)cc1 do in these assays?
procasp7 counter: -2; HCV core dimer: -4; PAFAH2 FP inh: 1; PP1 counter: 2; Fh CTSL1 inh: 0; PP5 primary: 3.8; AHR activator: -1; proCasp3 act: 2; TPT1 inh: -3

Results for CCOc1nc(NC2CCCC2)nc(N2CCC(C)CC2)n1 ?
procasp7 counter: 1; HCV core dimer: -6; PAFAH2 FP inh: 9; PP1 counter: -1; Fh CTSL1 inh: -4; PP5 primary: 3.3; AHR activator: 4; proCasp3 act: 1; TPT1 inh: -2

How did COc1ccccc1CCn1cnc2c3cc(C)ccc3n(C)c2c1=O do in these assays?
procasp7 counter: 4; HCV core dimer: 9; PAFAH2 FP inh: 19; PP1 counter: -1; Fh CTSL1 inh: 1; PP5 primary: 2.4; AHR activator: 68*; proCasp3 act: 0; TPT1 inh: -2

How did c1ccc(Nc2c3c(nc4ncnn24)CCC3)cc1 do in these assays?
procasp7 counter: 3; HCV core dimer: -2; PAFAH2 FP inh: -8; PP1 counter: -2; Fh CTSL1 inh: -2; PP5 primary: -0.4; AHR activator: 0; proCasp3 act: 12; TPT1 inh: -5

What do the screens show for `C=CCn1c2ccccc2c(=O)c2cc(C#Cc3cc(OC)cc(OC)c3)ccc21`?
procasp7 counter: -52; PAFAH2 FP inh: -11; PP1 counter: 3; PP5 primary: 2.9; AHR activator: -8; proCasp3 act: -50

How did COc1ccc2c(c1)O/C(=C\c1sccc1C)C2=O do in these assays?
procasp7 counter: -65; HCV core dimer: -7; PAFAH2 FP inh: 9; PP1 counter: 4; Fh CTSL1 inh: 3; PP5 primary: 1.7; AHR activator: 7; proCasp3 act: -40; TPT1 inh: 2

What do the screens show for `CN(C(=O)COC(=O)c1ccc2c(c1)OCO2)c1c(N)n(Cc2ccccc2)c(=O)[nH]c1=O`?
procasp7 counter: 2; HCV core dimer: -2; PAFAH2 FP inh: 3; PP1 counter: 4; Fh CTSL1 inh: -10; PP5 primary: 0.7; AHR activator: 4; proCasp3 act: 5; TPT1 inh: -1

Results for O=C(CNC(=O)c1ccc(Br)cc1)NCC(=O)OCc1ccc(Cl)cc1 ?
procasp7 counter: 6; HCV core dimer: -4; PAFAH2 FP inh: -2; PP1 counter: -5; Fh CTSL1 inh: -9; PP5 primary: 2.7; AHR activator: 2; proCasp3 act: -7; TPT1 inh: 1

Results for Cn1c(=O)cc(OCCCC(=O)N2CCN(c3ccccc3)CC2)c2ccccc21 ?
procasp7 counter: 8; HCV core dimer: 0; PAFAH2 FP inh: -2; PP1 counter: 0; Fh CTSL1 inh: 0; PP5 primary: 2.9; AHR activator: 5; proCasp3 act: -6; TPT1 inh: 1

How did O=C(C1=C[C@@H](c2coc3ccccc3c2=O)C[C@@H](OCCCCO)O1)N1CCOCC1 do in these assays?
procasp7 counter: -8; HCV core dimer: 0; PAFAH2 FP inh: -4; PP1 counter: -2; Fh CTSL1 inh: 7; PP5 primary: 1.9; AHR activator: 2; proCasp3 act: 1; TPT1 inh: 3

Compound activity: PubChem, The Scripps Research Institute Molecular Screening Center
